# TRPM1 prom inh: inhibitors of MITF-driven TRPM1 promoter in melanoma cells; SK-MEL-5 TRPM1 promoter luciferase, 24 h; inhibition, % at 12.5 µM; hit rate 0.83% among 330,000; AID 488899;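 active means mean inhibition across replicates of 60% or more, whatever share of single replicates reaches that level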; further: values of inactives mirror those of a sister screen read the other way
# Peg3 prom inh: reduces Peg3 promoter-driven luciferase expression in HeLa | HeLa PEG-Prom luciferase reporter, luminescence, overnight | inhibition, % at 20 µM | hit rate 1.7% among 360,000;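 active means inhibition of at least 50% at 20 µM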
# PDI turbidity: PDI (human) enzyme inhibition; inhibition, % at 10 µM; PDI insulin aggregation turbidity, A650, 90 min; hit rate 0.052% among 350,000; P07237;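 active means mean inhibition across replicates of 30% or more, whatever share of single replicates reach that level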;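 further: absorbance from insulin aggregation driven by PDI reduction with DTT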
# Target sequence (P07237 whole entry, looked up): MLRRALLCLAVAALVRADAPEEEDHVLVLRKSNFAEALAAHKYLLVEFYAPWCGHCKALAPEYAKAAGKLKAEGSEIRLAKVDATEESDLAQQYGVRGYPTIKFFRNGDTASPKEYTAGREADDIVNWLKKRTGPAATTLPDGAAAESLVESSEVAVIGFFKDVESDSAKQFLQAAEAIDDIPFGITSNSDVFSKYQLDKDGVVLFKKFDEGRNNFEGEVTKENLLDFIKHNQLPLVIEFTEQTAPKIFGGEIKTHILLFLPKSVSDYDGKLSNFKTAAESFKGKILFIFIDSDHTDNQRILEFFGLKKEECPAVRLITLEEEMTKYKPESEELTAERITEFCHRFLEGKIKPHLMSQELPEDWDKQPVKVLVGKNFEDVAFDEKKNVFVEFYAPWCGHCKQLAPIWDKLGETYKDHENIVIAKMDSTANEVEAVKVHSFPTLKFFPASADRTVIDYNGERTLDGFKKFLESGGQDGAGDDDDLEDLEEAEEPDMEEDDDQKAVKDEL
# NR2E3 ag-1: agonists of human nuclear receptor NR2E3; hit rate 0.12% among 320,000; Q9Y5X4; AID 2300; GST-NR2E3/biotin-RetCOR TR-FRET, 1536-well; inhibition of corepressor binding, % at 4.78 µM;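 active means percent inhibition above the cutoff of mean plus 3 SD of all tested compounds, set per screening campaign, cut at about 20% in these data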;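 further: 0% = DMSO wells and 100% = biotin wells as full block of FRET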
# Target sequence (Q9Y5X4 whole entry, looked up): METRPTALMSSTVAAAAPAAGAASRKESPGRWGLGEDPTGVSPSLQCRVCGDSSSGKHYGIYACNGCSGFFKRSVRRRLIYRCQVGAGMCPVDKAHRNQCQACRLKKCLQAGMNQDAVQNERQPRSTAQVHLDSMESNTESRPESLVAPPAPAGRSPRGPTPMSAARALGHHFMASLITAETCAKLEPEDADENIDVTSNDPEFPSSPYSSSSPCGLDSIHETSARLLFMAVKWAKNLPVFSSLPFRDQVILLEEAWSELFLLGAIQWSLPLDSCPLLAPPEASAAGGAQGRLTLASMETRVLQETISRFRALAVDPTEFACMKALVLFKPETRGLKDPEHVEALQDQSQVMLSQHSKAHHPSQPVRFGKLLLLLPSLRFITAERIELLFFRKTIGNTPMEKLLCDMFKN
#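 Test system: GST-NR2E3 and biotin-RetCOR proteins | Quantity: 1.35 nM GST-tagged NR2E3 final | Medium: Tris pH 7.5 | Also added: 7 nM biotin-RetCOR | Dosing: Compound at 4.8 µM, single dose | Timing: 5 h at 4 °C | Detection: Time-resolved FRET | Read-out basis: Percent inhibition | Benchmarks: Biotin wells as high control, 0.6% DMSO wells as low control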
# HIF-2a block: HIF-2a inhibition; 786-0 RCC cells HIF-2a reporter, luciferase luminescence, overnight; hit rate 0.72% among 360,000; inhibition, % at 18.8 µM;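 active means inhibition of the luminescence signal of 40% or more relative to plate controls, in a single-dose primary screen at 18.75 µM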
# CF NFkB block: inhibitors of cystic fibrosis induced NF-kB. KKLEB NF-kB-GFP reporter, PAF-induced, GFP fluorescence overnight. AID 588850. inhibition, % at 5 µM. hit rate 0.86% among 360,000;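 active means at least 50% inhibition at 5 µM, scaled per plate between neutral and stimulator controls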;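 further: PAF is a Pseudomonas aeruginosa culture filtrate used as stimulus; plate controls were PAF-stimulated DMSO wells for no effect and unstimulated DMSO wells for full effect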
# KKLEB cytotox: reduces viability of KKLEB cystic fibrosis airway cells; activity change (cytotoxicity), % at 5 µM; KKLEB CF airway cells viability, ATPlite luminescence, overnight; hits give low values; cells stimulated with P. aeruginosa culture filtrate; hit rate 0.36% among 360,000;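 active means corrected activity change at or below -50% at 5 µM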
# NR2E3 ag-2: human photoreceptor-specific nuclear receptor agonism | Q9Y5X4 | CHO-S Gal4-NCOR/VP16-NR2E3 two-hybrid, luciferase | inhibition of corepressor binding, % at 3.98 µM | hit rate 0.35% among 360,000 | AID 602229;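 active means inhibition above the mean of all tested compounds plus 3 SD, cut at about 70% in these data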;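 further: 0% = DMSO with NR2E3 transfected cells and 100% = cells lacking NR2E3 construct; higher means lower luciferase signal from less NR2E3 corepressor binding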
# Shn3 inh set2: inhibitors of Schnurri-3 3'UTR reporter in osteoblasts; hit rate 0.52% among 360,000; inhibition, % at 12.5 µM; AID 588674; Clone20 osteoblast Shn3 3'UTR firefly luciferase, 24 h;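 active means mean inhibition of at least 75% with every replicate also reaching 75%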;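 further: 0% = median of neutral control wells and 100% = pilot-screen positive control compound; some compounds past the cut are filed as inactive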
# CaV13 ICDI inh: Primary screen for inhibitors of IQ motif and Ca2+-dependent inactivation inhibitor domain binding in CACNA1D, Förster resonance energy transfer in living cells, …. HEK cells, CFP/YFP FRET ICDI-IQ, plate reader, 10 min; percent FRET-ratio fall versus neutral wells. inhibition, % at 12.3 µM. hit rate 0.098% among 340,000. AID 743397;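 active means mean replicate inhibition of at least 30% and at least 1% of replicates passing that level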;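 further: 0% = median of the neutral control wells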
# Vif imaging: HIV Vif inhibition. HEK293T cells, Vif self-association by quenched fluorescence, imaging, 24 h. inhibition, % at 7.49 µM. hit rate 0.35% among 340,000. AID 602346; in the data active means inhibition above about 50%, passing the limit was not always enough; further: some results filed as inactive read as strong as hits
# * marks the source's active call; other numbers are inactive results; x = no result given.
SMILES	TRPM1 prom inh	Peg3 prom inh	PDI turbidity	NR2E3 ag-1	HIF-2a block	CF NFkB block	KKLEB cytotox	NR2E3 ag-2	Shn3 inh set2	CaV13 ICDI inh	Vif imaging
O=S(=O)(NC1CCCCC1N1CCC(O)CC1)c1ccc(Cl)cc1 (configuration not stated)	-5.5	-9.9	0.1	2.1	6.2	10.9	1.8	-18.3	2.9	-16.7	-19.1
Cc1ccc(C=Nc2ccccc2C(N)=O)s1	-7.4	-68.2	17.8	4.4	-203.0	14.7	-7.8	-90.5	-24.1	-5.0	-2.4
CCCC(NC(=O)C(C)NC(=O)CO/N=C1\C=C2CCC3C4CCC(C(C)=O)[C@@]4(C)CCC3[C@@]2(C)CC1)C(=O)O (some centres not stated)	14.4	-3.0	-4.1	x	4.8	-2.5	-8.1	-28.7	5.9	-18.7	23.0
O=C1CC(N2CCOCC2)C(=O)N1c1ccc(Cl)cc1 (configuration not stated)	-5.0	16.1	-8.9	-2.4	8.2	10.5	4.5	-14.3	-7.4	-4.2	0.4
Cc1cccc(N(C(=O)c2ccc(Cl)cc2)C2CS(=O)(=O)CC2OC(=O)c2ccc(Cl)cc2)c1 (configuration not stated)	-18.8	25.5	7.6	2.7	-1.0	19.9	-3.5	4.8	-8.1	-10.5	-1.1
COCCC(=O)N1CCC(Oc2ccc(C(=O)NC(C)CCn3cccn3)cc2)CC1 (configuration not stated)	11.9	-3.0	19.1	x	0.0	5.0	-13.2	25.5	-20.7	-6.2	-3.1
O=C(c1ccc(-c2ccc([N+](=O)[O-])cc2)o1)N1CCCCC1	-47.5	-195.8	21.1	1.9	-217.6	-5.7	3.2	-150.5	-79.5	-2.3	-1.9
CCOC(=O)C1CCCN(C(=O)/C=C/c2cc(OC)c(OC)c(OC)c2)C1 (configuration not stated)	-1.4	11.2	-2.5	1.2	14.3	-19.0	-14.1	-13.5	4.9	8.6	-0.4
O=C(CCOc1ccccc1)Nc1ccc(S(=O)(=O)Nc2ncccn2)cc1	4.4	10.6	2.4	0.8	6.1	6.5	12.3	-13.9	-8.3	-5.8	8.3
Cc1ccc(SCc2nc3ccccc3n2CC(=O)Nc2ccccc2)cc1	10.4	-0.7	2.0	1.0	-23.9	-0.8	-17.8	-23.5	17.1	-8.6	x
C#Cc1ccc(CN2CCC(N3CCC(C(=O)NCc4ccccn4)CC3)CC2)cc1	10.8	-12.0	-0.4	1.0	7.0	-0.7	-6.3	-3.7	25.5	-12.6	-9.1
Cc1cc(O)ccc1N/C=C1\CCCC1=O	-0.5	-86.8	12.5	0.7	-55.8	-5.9	-1.0	0.1	-5.2	-4.1	-8.3
CC(=O)N1CCN(C(=O)c2[nH]c(C(F)(F)F)nc2-c2ccccc2)CC1	x	-7.0	x	x	11.3	-27.4	-1.0	-4.4	-21.2	-4.0	-0.1
O=C(NNC(=O)c1csc(N2CCOCC2)n1)c1ccc(Cl)nc1	6.1	-12.1	3.9	-1.9	12.5	-8.9	11.6	-12.0	0.2	-6.3	0.4
COc1cc(OC)nc(NC(C)=O)n1	-13.1	-2.6	-0.9	2.2	0.4	-11.4	-9.2	-18.6	-2.5	x	-3.4
COc1cccc(Nc2nc(C(N)c3ccccc3Cl)cs2)n1 (configuration not stated)	x	7.6	3.5	x	8.8	27.7	-28.4	-1.5	11.2	-2.2	1.3
O=C(C1CCCCC1)N1C[C@@H](O)[C@H](n2cc(-c3ccc(F)cc3)nn2)C[C@@H]1c1ccccc1	x	32.8	-1.4	x	-13.1	13.3	-10.3	9.0	27.1	-8.9	10.6
CC(=O)NC(C)(c1ccccc1)c1nc(-c2ccncc2)cs1 (configuration not stated)	x	-3.3	16.3	x	18.7	-11.6	-28.1	-10.4	1.3	-4.8	0.6
CC1=C(C)CC(C(=O)NNC(=O)c2ccccc2)C(C(=O)O)C1 (configuration not stated)	1.1	0.9	-2.5	1.3	2.4	-9.5	7.9	-20.5	-16.6	-0.8	0.7
Cc1ccc(C)c(NC(=S)N/N=C/C(C)c2ccccc2)c1 (configuration not stated)	3.3	1.2	-1.7	-0.5	8.3	-0.8	11.3	-7.2	-13.9	-2.6	-2.3
Cc1cccc(N(C)S(=O)(=O)c2ccc3c(c2)C(C)(C)C(=O)N3C)c1	4.0	-2.4	x	2.5	2.1	8.4	4.4	7.4	-9.9	-5.0	-1.8
CC1CCCC(C)N1C(=O)c1cc2ncc(CCCl)cn2n1 (configuration not stated)	0.3	13.7	8.4	-1.1	-5.4	2.0	0.9	-13.5	-4.0	-5.4	2.0
CC1(C)CC(=O)C=C(c2cccc(CO)c2)C1	0.2	-5.1	-7.1	2.0	-3.1	18.9	-2.9	9.9	-1.1	-4.1	2.0
Cn1ncc([N+](=O)[O-])c1C(=O)Nc1ccccc1	-2.4	0.5	8.3	-1.6	12.1	6.8	-5.0	-29.1	17.3	-21.3	-1.8
COC(=O)C1=C(O)CSC1=Nc1ccccc1	-7.8	2.5	1.4	-3.3	13.2	14.2	-2.8	-20.6	13.4	x	-6.6

# Some entries already given with just HIF-2a block and NR2E3 ag-2.
Molecule | HIF-2a block | NR2E3 ag-2
Cc1ccc(C=Nc2ccccc2C(N)=O)s1 | -203.0 | -90.5
CCCC(NC(=O)C(C)NC(=O)CO/N=C1\C=C2CCC3C4CCC(C(C)=O)[C@@]4(C)CCC3[C@@]2(C)CC1)C(=O)O (some centres not stated) | 4.8 | -28.7

# Remaining list, next part
SMILES	TRPM1 prom inh	Peg3 prom inh	PDI turbidity	NR2E3 ag-1	HIF-2a block	CF NFkB block	KKLEB cytotox	NR2E3 ag-2	Shn3 inh set2	CaV13 ICDI inh	Vif imaging
CCOc1ccc(NC(=O)CN(C)S(=O)(=O)c2cnc[nH]2)cc1	-4.9	-4.8	2.2	0.5	-2.3	-8.8	7.3	1.4	-8.6	3.3	4.4
CN1C=CC2=C(C#N)C(N)C(C#N)(C#N)C(c3ccccc3)C2C1 (configuration not stated)	8.8	10.3	1.9	0.3	17.4	-23.3	1.5	-44.4	-3.8	-3.9	x
O=C(COC(=O)c1cccc(Cl)c1)NC(=O)NCc1ccccc1	9.8	-7.3	9.2	x	3.3	-10.2	-5.6	3.3	-41.2	-15.4	17.4
CCOc1ccc(NC(=O)c2ccc(NC(=O)CN3C(=O)C(=O)N(CC(C)C)C3=O)cc2)cc1	28.7	-171.2	7.5	0.4	-36.6	-9.4	-0.4	-4.7	-38.2	-7.0	-4.8
CCOC(=O)c1c(NC(=O)CS(=O)(=O)c2cn(CC)c3ccccc23)sc2c1CCCC2	x	11.1	x	1.6	-1.2	14.0	-8.0	-7.2	53.1	-6.2	-5.5
O=C(NC(=S)NCc1ccco1)c1ccc(Br)cc1	-42.9	-97.3	-9.4	2.7	-122.8	21.7	-5.0	-35.0	-4.7	x	-5.6
COc1cccc(C(=O)Nc2nnc(SCC(=O)Nc3ccc(NC(C)=O)cc3)s2)c1	-56.5	-182.4	-3.6	5.2	-185.8	-20.8	-1.3	-9.9	-49.0	-3.6	-1.4
COc1cc(C(=O)NCCC(=O)NC(C)C)cc(OC)c1OC	-0.9	14.4	-2.7	-2.0	22.3	-10.7	-1.6	-5.0	-1.2	0.0	-5.0
CCOC(=O)c1ccc(NC(=O)c2nc(SC)ncc2Cl)cc1	-5.7	-7.8	-2.2	0.5	-3.0	-4.1	3.8	-25.9	9.8	-13.7	-22.6
CCOc1ccccc1NC(=O)c1cccc(N2C(=O)CCC2=O)c1	7.5	-4.7	-11.7	0.2	8.7	-5.9	5.6	-3.7	-2.4	x	-5.0
Cc1ccc(/C=[N+](\[O-])c2ccccc2C)o1	-1.9	6.7	0.4	0.7	5.0	3.3	1.5	3.4	-16.9	-5.1	3.5
Cc1cccc(C(=O)Nc2c(C(=O)N(C)C)cnn2-c2ccccc2)c1	2.5	9.5	-3.1	0.4	11.4	-3.2	2.8	10.7	-62.6	-3.8	-0.2
CCOc1ccc(S(=O)(=O)NCCC(=O)N2CCCCCCC2)cc1	0.7	9.4	-2.6	-1.7	3.8	-4.8	-6.4	11.5	10.8	-5.9	-6.5
Cc1cccc(N2CCN(S(=O)(=O)c3ccc4c(c3)CCN4C(=O)CCC(=O)O)CC2C)c1 (configuration not stated)	x	10.0	x	2.9	9.2	4.9	-3.4	-6.7	-1.0	-3.6	6.8
O=C(CSc1ccc2nnc(-c3ccccn3)n2n1)Nc1ccccc1F	-9.5	16.3	-16.5	4.1	10.1	23.2	-11.0	-10.0	-4.8	-6.5	-1.8
Cc1ccc(-c2ccccc2C2=CC(=O)CC(C)(C)C2=O)cc1	x	20.9	-7.6	x	-2.3	6.5	4.3	32.0	-4.2	-4.2	9.6
O=C(CSc1ccc(-c2ccc(-n3cccn3)cc2)nn1)Nc1ccc([N+](=O)[O-])cc1	-61.7	-104.3	-8.2	-21.2	-45.1	9.5	-20.3	-19.9	-43.9	-16.0	10.7
CC(=O)c1ccc(S(=O)(=O)N(CCCO)Cc2cc3cc(C)ccc3[nH]c2=O)cc1	-2.9	2.2	8.6	4.8	1.2	8.7	-6.9	-37.4	-4.4	-3.4	-4.1
CC(C)Cc1nnc(NC(=O)CCC(=O)NC2CCCCCC2)s1	-6.4	-1.2	-11.1	-0.8	7.0	6.2	0.7	-1.8	3.8	-4.9	-5.3
CNC[C@@H]1OCc2ccccc2-c2ccccc2C(=O)N([C@H](C)CO)C[C@@H]1C	x	-5.7	-2.5	x	7.8	-19.1	18.6	-4.3	-6.7	-2.7	x
COc1c(S(=O)(=O)Nc2cccnc2)ccc(Cl)c1Cl	7.5	8.5	-0.9	-0.4	12.9	0.5	-7.4	10.2	4.6	-2.0	10.8
O=C(/C=C/c1cccc(O)c1)c1ccc(N2CCOCC2)cc1	-16.9	-218.5	-3.3	-0.1	-178.3	30.8	-17.9	-38.6	-18.5	-3.0	-1.1
CC(C)NC(=O)C1(C)CCN1C(=O)c1ccc2c(c1)OCO2 (configuration not stated)	x	-12.9	4.7	x	10.2	14.3	1.2	-22.0	-23.1	-5.1	2.3
CCN1C(=O)[C@@H]2Cc3c([nH]c4ccccc34)C(c3cc(OC)c(OC)c(OC)c3)N2C1=S (some centres not stated)	20.5	-3.3	-7.2	-0.1	13.5	-100.2	-5.1	4.6	5.3	-2.9	10.4
Cc1cc(C(=O)Nc2ncc(C)s2)c2ccccc2n1	1.4	1.3	1.2	5.4	-1.3	-22.4	4.4	-9.8	13.3	-12.3	-11.8
CCCCCc1ccc(OCCCC[n+]2cccc(C)c2)c(CCCCC)c1	78.9*	97.5*	-2.0	1.5	95.5*	57.7*	-46.7	-4.6	79.5	-4.8	-14.4
Cc1ccc(CNC(=O)C(=O)NCCC2CCCCN2S(=O)(=O)c2ccc(C)cc2)cc1 (configuration not stated)	9.3	17.7	7.1	-0.1	21.3	-14.9	8.7	11.5	19.4	-5.6	-7.5
